Assay outcomes: PubChem BioAssay, several laboratories
NPY-Y1 PAM-ag: NPY-Y1 receptor potentiators or agonists, primary screen, cell-based | activation, % at 3.6 µM | Neuropeptide Y receptor type 1 (Homo sapiens), P25929 | 220,000 tested, 0.37% active | NPY-Y1 expressing cells, potentiator/agonist activation; in the data active means activation above about 33%, passing the limit was not always enough;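 further: cells stimulated with NPY at EC10 then isoproterenol at EC100; 0% = low agonist plus stimulus and 100% = saturating agonist plus stimulus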
Target sequence (P25929 whole entry, looked up): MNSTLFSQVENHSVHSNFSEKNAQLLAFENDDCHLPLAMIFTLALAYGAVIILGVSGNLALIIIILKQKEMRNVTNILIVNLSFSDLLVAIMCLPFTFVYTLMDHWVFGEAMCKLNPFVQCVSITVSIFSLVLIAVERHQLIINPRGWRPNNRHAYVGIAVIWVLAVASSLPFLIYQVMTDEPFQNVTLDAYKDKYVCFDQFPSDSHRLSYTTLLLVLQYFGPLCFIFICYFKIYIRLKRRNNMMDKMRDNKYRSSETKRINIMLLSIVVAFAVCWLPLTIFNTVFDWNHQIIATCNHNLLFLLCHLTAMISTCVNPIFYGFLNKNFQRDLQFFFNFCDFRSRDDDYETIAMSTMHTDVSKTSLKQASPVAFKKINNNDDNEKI
PPC-1+TRAIL kill: compounds killing PPC-1 cancer cells with TRAIL present, primary screen, TRAIL potentiator project, ATPLite luminescence, uHTS; PPC-1 cells + TRAIL, ATPLite viability luminescence; cell killing (% activity), % at 4 µM; 220,000 tested, 0.41% active; AID 1443, 2008;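 active means cell killing above 50% in the first pass at 4 µM, then a duplicate retest at 5 µM averaging 50% or more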;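 further: plate controls were cells with TRAIL plus DMSO for no effect and medium-only wells lacking cells for full effect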
CHOP inhibitor: inhibitors of CHOP promoter induction, primary screen, cell-based, unfolded protein response, luciferase reporter; CHO-K1 CHOP-promoter luciferase, tunicamycin-induced, 15-18 h; inhibition, % at 10 µM; 220,000 tested, 3.8% active;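 active means compounds that reduced the stress-induced luciferase reporter signal by more than about 70% of percent inhibition, limit read from the data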;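 further: 0% = tunicamycin plus vehicle and 100% = wells without tunicamycin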
TRPML3 agonist: human TRPML3 channel agonists, primary screen, cell-based, HEK293 TRPML3-YFP, Fluo-8 calcium fluorescence, 3 µM. 100% = the carbachol control signal. activation, % at 3 µM. Mucolipin-3 (Homo sapiens), Q8TDD5. 220,000 tested, 0.29% active;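 active means activation above its plate's cutoff, the mean activation of the plate's test wells plus 3 SD, cut at about 12% in these data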;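 further: 0% = DMSO only wells and 100% = carbachol wells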
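Test system – HEK293 line with stable expression of human TRPML3-YFP channel · Control set – carbachol 87 µM final as high control (100%), DMSO as low control (0%) · Signal – Fluo-8 calcium dye fluorescence, ex 470-495, em 515-575 nm · Incubation – 1-h 37 °C dye load, 5-s basal, 120-s post-compound reads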
14-3-3 Bad inh: inhibitors of 14-3-3 zeta/Bad binding, primary screen, biochemical, TR-FRET, bovine 14-3-3 zeta; 14-3-3 protein zeta/delta (Bos taurus), P63103; TR-FRET 14-3-3zeta/Dy647-pBad peptide displacement, 1 h; inhibition, % at 21.7 µM; 220,000 tested, 0.71% active; AID 781, 2007;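 active means inhibition above about 70%, limit read from the data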;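 further: 0% = full 14-3-3 plus peptide FRET controls and 100% = background without 14-3-3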
Target sequence (P63103 whole entry, looked up): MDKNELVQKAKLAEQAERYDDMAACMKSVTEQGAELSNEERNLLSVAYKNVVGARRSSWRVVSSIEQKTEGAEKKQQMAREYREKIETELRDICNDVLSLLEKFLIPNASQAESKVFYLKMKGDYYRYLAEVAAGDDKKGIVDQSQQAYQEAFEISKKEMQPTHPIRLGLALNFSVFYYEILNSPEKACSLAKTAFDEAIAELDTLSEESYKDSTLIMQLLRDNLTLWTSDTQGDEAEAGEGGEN
EP2 modulator: EP2 receptor modulators, cAMP readout, primary screen, cell-based, HTRF cAMP, PGE2 stimulation. Prostaglandin E2 receptor EP2 subtype (Homo sapiens), P43116. EP2-expressing cells, cAMP HTRF FRET, PGE2 co-stimulation. induction, % at 25 µM. 260,000 tested, 0.83% active;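 active means compounds whose cAMP rise, as percent of the full-agonist control response, exceeds 60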;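 further: rat C6 glioma line stably carrying human EP2 under a CMV promoter; the protocol text gives 20 µM as final concentration; 100% = response of wells given 1 µM PGE2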
Target sequence (P43116 whole entry, looked up): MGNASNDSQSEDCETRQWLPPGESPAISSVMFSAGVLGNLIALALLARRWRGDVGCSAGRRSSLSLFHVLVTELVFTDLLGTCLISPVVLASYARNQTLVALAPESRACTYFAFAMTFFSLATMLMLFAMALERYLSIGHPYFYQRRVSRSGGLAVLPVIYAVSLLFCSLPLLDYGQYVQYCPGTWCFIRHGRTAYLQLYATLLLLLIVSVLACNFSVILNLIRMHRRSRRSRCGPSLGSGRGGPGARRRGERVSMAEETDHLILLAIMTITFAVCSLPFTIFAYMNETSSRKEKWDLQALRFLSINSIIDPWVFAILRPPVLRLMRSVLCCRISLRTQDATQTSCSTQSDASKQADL
PGE2 EP2 inh: human EP2 receptor antagonists, primary screen, TR-FRET cAMP, C6 glioma cells. C6 glioma cells expressing human EP2; cells stimulated with saturating PGE2. inhibition, % at 25 µM. 260,000 tested, 0.52% active;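 active means percent inhibition above 40 after rounding to a whole number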;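 further: rat C6 glioma host cells with rolipram phosphodiesterase inhibitor present; the protocol text gives 20 µM as final concentration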
zfTRPN1 agonist: zebrafish TRPN1 channel agonists, primary screen, cell-based, HEK293, calcium fluorescence | transient receptor potential cation channel N1 (TRPN1/NompC), Danio rerio | HEK293 zebrafish TRPN1-YFP, Fluo-8 calcium fluorescence; 100% = response to 87 µM carbachol | activation, % at 3 µM | 220,000 tested, 0.18% active | AID 1424, 2008;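 active means activation above its plate's cutoff, the mean activation of test wells on that plate plus 3 SD, cut at about 19% in these data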;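 further: 0% = DMSO alone and 100% = 87 µM carbachol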
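Material: zebrafish TRPN1-YFP in HEK293 cells. Doses: one dose of 3 µM, 0.3% DMSO. Incubation: dye 1 h 37 °C plus 30 min RT. Measured by: intracellular calcium fluorescence with Fluo-8.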
NPY Y1 blocker: NPY-Y1 receptor antagonists, primary screen, cell-based | inhibition, % at 3.6 µM | Neuropeptide Y receptor type 1 (Homo sapiens), P25929 | AID 1040, 2008 | HEK293-CNG Y1 cells, membrane potential fluorescence; NPY at EC95, then isoproterenol | 200,000 tested, 1% active;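 active means inhibition above the campaign mean inhibition of all tested compounds plus 3 SD, cut at about 20% in these data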;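 further: 0% = DMSO wells given NPY plus isoproterenol and 100% = isoproterenol alone without NPY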
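Material: HEK293 Y1/CNG channel cell line; also added: NPY (25 nM), isoproterenol (1 µM), Ro 20-1724 (25 µM); doses: one concentration, 3.6 µM, in 0.4% DMSO; schedule: compound incubation 1 h at room temperature, readout 45 min post-stimulation; technique: membrane potential fluorescence; measure: fluorescence ratio normalized to % inhibition between controls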
Numbers without * were called inactive; / = not tested or not shown; [ ] = another dose, or the depositor's remark. The list is partial; rates above refer to the full screens.

SMILES	NPY-Y1 PAM-ag	PPC-1+TRAIL kill	CHOP inhibitor	TRPML3 agonist	14-3-3 Bad inh	EP2 modulator	PGE2 EP2 inh	zfTRPN1 agonist	NPY Y1 blocker
N#CCCn1cc(C(=O)Nc2ccc([N+](=O)[O-])cc2)c(-c2cc3ccccc3o2)n1	17.9	12.1	-16.1	0.0	-0.3	-21.5	8.6	0.4	-7.0
CCOCCOc1nc(C)cc(C)c1S(=O)(=O)c1ccccc1C	12.7	-3.7	14.9	11.4	-9.9	14.6	2.8	-2.3	0.1
COC(=O)Cc1nnc(NC(=O)c2ccccc2)s1	-8.6	13.8	-9.1	0.2	-7.5	17.9	5.5	2.0	-3.0
C=CCOc1ccc(CNCCc2ccc(S(N)(=O)=O)cc2)cc1	-20.2	-0.1	23.8	1.5	-1.5	-44.7	4.4	-0.6	5.7
S=c1[nH]nc(-c2ccco2)n1/N=C/c1cccc(Cl)c1Cl	1.5	4.1	19.4	0.2	5.2[fluorescence artefact?]	60.6*	1.2	0.8	3.8
CC(C)Cn1c(N)c(C(=O)CSc2nc3ccccc3n2C)c(=O)n(C)c1=O	2.1	20.9	10.5	0.5	-9.8	-10.9	11.2	0.3	-0.9
O=C(CSc1nc2ccccc2s1)N1c2ccccc2Sc2ccc(Cl)cc21	-41.3	4.4	-1.2	0.1	2.1	28.8	/	0.9	-1.0
CCCCOCCCNC(=O)N[C@@H](CCSC)C(=O)OC	-4.8	3.7	-14.2	0.9	-4.0[fluorescence artefact?]	2.1	9.6	-0.3	5.8
CSc1nccc(Oc2ccc(C#N)cc2)n1	-11.0	32.6	8.4	0.3	-14.5	7.8	6.3	-0.6	7.0
O=C(CN1CCN(Cc2ccccc2)CC1)Nc1ccc(N2CCOCC2)cc1	-8.3	15.6	-10.5	0.5	-6.5	16.6	9.5	0.8	2.2
COc1cccc(C=Nc2cc(C)cc(C)c2)c1O	1.2	26.7	-6.7	0.3	19.6[fluorescence artefact?]	18.7	5.3	-0.1	-2.1
O=C1C2C3C=CC(C3)C2C(=O)N1c1ccc(-c2nc3ccccc3o2)cc1 (configuration not stated)	14.0	25.7	22.7	-0.1	-7.1[fluorescence artefact?]	-17.0	13.9	-0.4	0.2
CCOC(=O)N(NC(=O)C(O)(c1ccccc1)c1ccccc1)c1ccccc1	-28.3	22.5	-9.9	0.1	5.8[fluorescence artefact?]	31.2	8.8	0.1	46.2*
CCOc1cccc2sc(NC(=O)CC)nc12	-2.3	-9.1	-12.4	0.7	1.2	27.6	19.2	-1.2	-1.5
COCCNC(=O)c1onc(CSc2cc(C)cc(C)c2)c1C(=O)O	24.5	-6.6	-1.1	-0.3	27.3	-6.2	6.4	0.5	0.3
CCN1CCN(Cc2ccc(NC(=O)c3ccc(C)c(NC(=O)N4CCNC4=O)c3)cc2C(F)(F)F)CC1	/	2.6	28.2	/	-0.9	10.7	8.1	/	/
O=C(O)c1ccc(N2C(=O)CCCC2=O)cc1	25.2	0.9	-0.9	0.6	3.4	23.6	5.9	-0.5	/
Cc1occc1C(=O)NC(C)C(C)(C)C (configuration not stated)	-3.4	32.3	-2.7	0.9	3.2	17.7	6.3	-0.7	1.7
CCSc1nnc(NC(=O)c2ccc(Br)s2)s1	-10.8	-4.7	/	0.9	0.0	7.2	2.6	1.0	3.8
O=C(CNc1n[nH]c(=O)[nH]c1=O)N/N=C/c1cccnc1	-3.5	31.2	0.0	0.7	2.3	3.3	11.7	1.3	-4.3
Cc1ccc(CSCC(=O)N/N=C/c2sccc2C)cc1	-24.1	1.8	95.1*	0.1	-6.0	-39.9	5.3	-0.1	7.0
CCOC(=O)C1CCN(C(=O)/C=C/c2cccs2)CC1	31.3	18.7	14.1	0.4	-4.4	3.3	8.7	-1.0	1.8
OC(c1ccccc1)C(CN1CCOCC1)c1ccccc1 (configuration not stated)	7.3	17.7	9.3	0.8	6.6	2.0	7.0	-1.2	/
Cc1ccc2nc(SCCC(=O)O)cc(C)c2c1	-25.3	11.7	1.4	0.3	-8.0	51.7	16.6	-1.9	4.9
CC1CC(C)CN(S(=O)(=O)c2ccc(C(=O)OCC(=O)NCCN3C(=O)CSC3=O)cc2)C1 (configuration not stated)	7.8	18.3	0.6	0.6	-7.8	-21.8	-2.1	-0.4	-4.5
Cc1cccc(C)c1NC(=O)C(=O)NCCc1c[nH]c2ccccc12	-6.8	8.4	20.9	3.5	-12.6	-22.8	4.8	6.4	-6.0
Cc1cc(C)cc(NC(=O)c2ccc(NC(=O)C3C4CC5OC(=O)C3C5C4)cc2)c1 (configuration not stated)	12.0	36.3	4.8	0.4	-7.4	-0.7	13.6	-0.7	-2.0
CCOc1ccccc1C1CC(c2ccc(Cl)cc2)Nc2nc(N)nn21 (configuration not stated)	14.9	15.4	35.5	1.8	2.0	4.9	5.8	3.1	4.3
Cc1ccnc(NS(=O)(=O)c2ccc(NC(=O)C3CCCCC3C(=O)O)cc2)n1 (configuration not stated)	-10.9	-27.4	-8.4	-0.4	-4.7	13.1	8.4	0.4	0.1
C(=N\c1nc2ccccc2n1Cc1ccccc1)/c1cccs1	9.1	-0.5	42.2	1.0	-3.4	49.7	8.7	0.8	-0.9
O=C(c1ccc(CS(=O)(=O)c2c(Cl)cccc2Cl)o1)N1CCCC1	15.1	-12.6	17.8	0.0	2.0	3.0	16.4	0.3	-4.9
Cc1ccc(C(=O)N/N=C/c2nc3ccccc3n2C)cc1	-1.1	14.3	-9.3	-0.8	2.1	-16.0	4.9	-1.3	0.2
Cc1ccc(NC(=O)c2ccc(COc3ccc4c(c3)CCC4)cc2)c(C)c1	10.2	8.1	47.4	0.8	1.1	16.9	5.6	-0.4	3.1
CN(C)S(=O)(=O)c1ccc(C(=O)OCc2ccc([N+](=O)[O-])cc2)cc1	7.5	25.2	-2.0	0.1	-10.2	-19.8	7.8	0.7	6.3
O=C1OCCC1Sc1nnnn1-c1ccccc1 (configuration not stated)	11.1	-10.1	-19.9	0.8	1.3[fluorescence artefact?]	9.6	25.7	0.4	-3.7
Fc1ccc(NC(=S)Nc2ccccc2Cl)cc1	-4.0	-13.3	19.3	1.0	-5.6	-18.0	7.8	3.5	3.4
O=C1C2C(c3ccccc3)C=CC(c3ccccc3)C2C(=O)N1CCO (configuration not stated)	14.5	4.5	/	-0.5	/	/	9.4	-0.3	-5.0
COc1cccc(C2=NOC(C(=O)Nc3ccc4c(c3)OCO4)C2)c1 (configuration not stated)	-13.1	4.7	0.7	-1.1	-6.9	-45.3	2.3	-1.2	1.0
CC(=O)NC1=NN(C(C)=O)C(c2ccc(C)cc2)S1 (configuration not stated)	4.3	18.5	-15.9	1.4	3.6	6.6	8.0	1.1	-4.2
CCOC(=O)C1=C(C)NC(=O)NC1c1cc2c(cc1Br)OCO2 (configuration not stated)	-8.2	22.7	21.5	-0.4	11.6	28.2	4.5	0.6	8.4

In a second layout: results already given
C(=N\c1nc2ccccc2n1Cc1ccccc1)/c1cccs1
- NPY-Y1 PAM-ag = 9.1
- PPC-1+TRAIL kill = -0.5
- CHOP inhibitor = 42.2
- TRPML3 agonist = 1.0
- 14-3-3 Bad inh = -3.4
- EP2 modulator = 49.7
- PGE2 EP2 inh = 8.7
- zfTRPN1 agonist = 0.8
- NPY Y1 blocker = -0.9
O=C(c1ccc(CS(=O)(=O)c2c(Cl)cccc2Cl)o1)N1CCCC1
- NPY-Y1 PAM-ag = 15.1
- PPC-1+TRAIL kill = -12.6
- CHOP inhibitor = 17.8
- TRPML3 agonist = 0.0
- 14-3-3 Bad inh = 2.0
- EP2 modulator = 3.0
- PGE2 EP2 inh = 16.4
- zfTRPN1 agonist = 0.3
- NPY Y1 blocker = -4.9

(more compounds)
SMILES	NPY-Y1 PAM-ag	PPC-1+TRAIL kill	CHOP inhibitor	TRPML3 agonist	14-3-3 Bad inh	EP2 modulator	PGE2 EP2 inh	zfTRPN1 agonist	NPY Y1 blocker
Cc1ccc(-c2nc(CN(C)C)cc(CN(C)C)c2O)cc1	-9.6	18.3	-6.1	0.2	48.4	18.6	7.2	0.4	3.8
NC(=O)c1ccsc1NC(=O)CCS(=O)(=O)c1ccccc1	-5.2	-1.3	5.2	1.3	-4.6	-20.2	4.0	2.2	2.7
CCOC(=O)c1c(C)[nH]c(O)c1C=Nc1ccc(C(F)(F)F)cc1	7.2	8.7	81.8*	1.6	-25.7	27.1	7.1	2.9	6.1
COC(=O)C1=C(C)C(c2ccc(OC)cc2)NC(=S)N1 (configuration not stated)	-11.3	18.5	-1.4	0.1	-6.1[fluorescence artefact?]	11.3	5.3	-0.3	-0.1
CC(C)(C)NC(=S)NC(=O)C12CCC3CC(CC(C3)C1)C2	4.2	-4.7	-22.7	0.1	-5.3	24.3	2.7	-0.9	12.9
COc1ccccc1-c1cc2nc(C)c(CCC(=O)NCc3ccco3)c(C)n2n1	8.9	4.1	48.4	-0.1	9.7	-20.3	16.7	-0.2	2.7
O=C(CSc1nnnn1CCCO)Nc1ccc2c(c1)OCO2	18.9	26.5	4.4	0.9	-10.1	-4.3	7.8	1.4	2.0
O=c1cc(-c2ccccc2)c2cc(Cl)c(O)c(CN3CCOCC3)c2o1	17.5	10.8	-6.1	1.5	-2.6	-3.6	8.6	1.5	/
O=S1(=O)N=C(N2CCN(Cc3ccc4c(c3)OCO4)CC2)c2ccccc21	-18.3	10.7	38.2	0.3	-9.1	6.5	18.4	3.2	2.5
O=C(CSc1ccc(Cl)cc1Cl)N1CCC(c2nc3ccccc3s2)CC1	-24.6	7.6	49.4	-0.3	-6.4	-79.2	11.4	2.7	0.5
CC(=O)c1cnc2c(-c3ccc(Cl)cc3)cnn2c1C	-23.3	10.1	23.7	-0.1	-4.8[fluorescence artefact?]	15.9	6.2	-0.7	-8.5
FC(F)(F)c1cccc(OCCOCCn2cncn2)c1	-1.4	17.8	3.1	0.5	68.8[fluorescence artefact?]	3.2	11.1	-1.8	-2.6
Cn1c(=O)cc(OCC(=O)N2CCC(N3CCCCC3)CC2)c2ccccc21	8.5	33.8	10.6	0.6	6.2	7.6	8.8	1.5	3.3
CCN(C(=O)CN1C(=S)NC(C)(C)CC1C)c1ccc(C)c(C)c1 (configuration not stated)	1.7	14.0	29.7	0.7	-7.6	28.2	7.3	-0.8	3.4
